# Bioassay records as filed in PubChem.
# NPY-Y1 PAM-ag: human NPY-Y1 potentiation or agonism, primary screen | P25929 | NPY-Y1 expressing cells, potentiator/agonist activation | activation, % at 3.6 µM | 220,000 compounds, 0.37% hits | AID 1304; in the data active = activation above about 33%, passing the limit was not always enough;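 note: cells stimulated with NPY at EC10 then isoproterenol at EC100; 0% = low agonist plus stimulus and 100% = saturating agonist plus stimulus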
# Target sequence (P25929 whole entry, looked up): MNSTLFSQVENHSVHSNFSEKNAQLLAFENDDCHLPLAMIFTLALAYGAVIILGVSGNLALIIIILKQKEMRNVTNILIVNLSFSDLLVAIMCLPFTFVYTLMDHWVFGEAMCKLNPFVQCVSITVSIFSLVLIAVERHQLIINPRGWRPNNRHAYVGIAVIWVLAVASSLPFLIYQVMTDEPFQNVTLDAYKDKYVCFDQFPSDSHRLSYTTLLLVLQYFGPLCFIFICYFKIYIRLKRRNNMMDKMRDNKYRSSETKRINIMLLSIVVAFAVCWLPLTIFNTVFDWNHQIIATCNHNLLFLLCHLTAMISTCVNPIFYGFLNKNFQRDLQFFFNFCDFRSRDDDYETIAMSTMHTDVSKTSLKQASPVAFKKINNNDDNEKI
# zfTRPN1 agonist: activates the zebrafish TRPN1 channel. HEK293 zebrafish TRPN1-YFP, Fluo-8 calcium fluorescence; 100% = response to 87 µM carbachol. activation, % at 3 µM. 220,000 compounds, 0.18% hits. AID 1424;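 active = activation above its plate's cutoff, the mean activation of test wells on that plate plus 3 SD, cut at about 19% in these data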;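 note: 0% = DMSO alone and 100% = 87 µM carbachol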
#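 System: zebrafish TRPN1-YFP in HEK293 cells / Dosing: 3 µM single point / Timing: dye loading 1 h at 37 °C, then 30 min room temperature / Signal: Fluo-8 calcium fluorescence, excitation 470-495 nm, emission 515-575 nm / Read-out basis: percent activation from peak over basal fluorescence ratio, control-normalized / Control set: high carbachol 87 µM, low DMSO alone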
# CHOP inh: blocks CHOP induction under ER stress | inhibition, % at 10 µM | CHO-K1 CHOP-promoter luciferase, tunicamycin-induced, 15-18 h | 220,000 compounds, 3.8% hits;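 active = compounds that reduced the stress-induced luciferase reporter signal by more than about 70% of percent inhibition, limit read from the data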;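 note: 0% = tunicamycin plus vehicle and 100% = wells without tunicamycin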
# NPY-Y2 PAM-ag: human NPY-Y2 potentiation or agonism, primary screen | P49146 | cells expressing NPY-Y2, potentiator/agonist read-out | activation, % at 3.6 µM | 220,000 compounds, 0.45% hits; in the data active = activation above about 27%;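 note: cells stimulated with NPY near EC25 plus isoproterenol at EC100; 0% = vehicle plus submaximal agonist and 100% = vehicle plus saturating agonist; some results beyond the cut were filed as inactive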
# TRPML3 ag: human mucolipin-3 channel agonism; Q8TDD5; activation, % at 3 µM; HEK293 TRPML3-YFP, Fluo-8 calcium fluorescence; 100% = the carbachol control signal; 220,000 compounds, 0.29% hits;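 active = activation above its plate's cutoff, the mean activation of the plate's test wells plus 3 SD, cut at about 12% in these data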;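 note: 0% = DMSO only wells and 100% = carbachol wells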
# Target sequence (Q8TDD5 whole entry, looked up): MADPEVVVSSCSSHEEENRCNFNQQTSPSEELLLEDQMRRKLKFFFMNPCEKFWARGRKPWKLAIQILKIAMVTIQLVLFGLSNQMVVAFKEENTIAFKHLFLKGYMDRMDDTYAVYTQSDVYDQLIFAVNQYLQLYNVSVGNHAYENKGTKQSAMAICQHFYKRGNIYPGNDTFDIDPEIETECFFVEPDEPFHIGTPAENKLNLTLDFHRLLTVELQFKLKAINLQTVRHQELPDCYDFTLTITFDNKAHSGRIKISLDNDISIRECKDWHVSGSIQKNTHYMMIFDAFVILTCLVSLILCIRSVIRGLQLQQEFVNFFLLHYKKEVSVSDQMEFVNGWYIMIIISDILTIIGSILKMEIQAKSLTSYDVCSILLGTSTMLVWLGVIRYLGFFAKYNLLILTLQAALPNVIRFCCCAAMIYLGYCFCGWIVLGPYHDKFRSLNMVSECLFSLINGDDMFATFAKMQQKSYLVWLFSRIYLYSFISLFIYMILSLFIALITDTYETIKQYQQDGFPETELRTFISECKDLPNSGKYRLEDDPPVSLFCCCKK
#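 Test system: TRPML3-YFP stable HEK293 cells. Doses: single point at 3 µM. Incubation: dye loading 1 h 37 °C then 30 min ambient, 125 s read. Signal: Fluo-8 calcium dye fluorescence, ex 470-495, em 515-575 nm. Measure: percent activation from peak-to-basal fluorescence ratio, scaled between DMSO and carbachol.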
# EP2 mod: EP2 receptor (human) modulation. P43116. EP2-expressing cells, cAMP HTRF FRET, PGE2 co-stimulation. induction, % at 25 µM. 260,000 compounds, 0.83% hits. AID 940;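 active = compounds whose cAMP rise, as percent of the full-agonist control response, exceeds 60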;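 note: rat C6 glioma line stably carrying human EP2 under a CMV promoter; the protocol text gives 20 µM as final concentration; 100% = response of wells given 1 µM PGE2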
# NPY-Y1 antag: antagonists of human neuropeptide Y receptor Y1. inhibition, % at 3.6 µM. 200,000 compounds, 1% hits. P25929. AID 1040. HEK293-CNG Y1 cells, membrane potential fluorescence; NPY at EC95, then isoproterenol;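 active = inhibition above the campaign mean inhibition of all tested compounds plus 3 SD, cut at about 20% in these data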;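 note: 0% = DMSO wells given NPY plus isoproterenol and 100% = isoproterenol alone without NPY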
#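 System: HEK293 cells with Y1 receptor plus CNG channel / Probe or stimulus: NPY 25 nM then isoproterenol 1 µM plus Ro 20-1724 25 µM / Compound: one concentration, 3.6 µM, in 0.4% DMSO / Schedule: compound incubation 1 h at room temperature, readout 45 min post-stimulation / Measured by: membrane potential fluorescence / Read-out: % inhibition of NPY effect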
# S1P4 antagonist: blocks the human S1P4 receptor; O95977; S1P4-expressing cells, antagonist mode, reporter read-out; inhibition, % at 4.98 µM; 220,000 compounds, 0.26% hits; AID 1510; in the data active = inhibition above about 29%;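 note: 0% = wells stimulated with agonist and 100% = vehicle wells without agonist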
# S1P4 agonist: activates the human S1P4 receptor; O95977; S1P4-expressing cell line, agonist reporter assay; activation, % at 4.98 µM; 220,000 compounds, 0.35% hits; AID 1509; in the data active = activation above about 11%;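 note: 0% = DMSO vehicle and 100% = reference agonist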
# * marks the source's active call; other numbers are inactive results; x = not tested or not shown; & = joins results of further samples.
SMILES,NPY-Y1 PAM-ag,zfTRPN1 agonist,CHOP inh,NPY-Y2 PAM-ag,TRPML3 ag,EP2 mod,NPY-Y1 antag,S1P4 antagonist,S1P4 agonist
Cn1c(C(=O)N2CCN(C(=O)c3ccco3)CC2)cc2c(=O)n3ccccc3nc21,-25,0.4,-2,-2,1.1,20,7,-10,2.5
COc1ccc(-c2n[nH]c(=S)n2/N=C/C=C/c2ccccc2OC)cc1,-9,-0.3,29,-10,1.3,-3,9,-22,0.6
CC(C)NC(=S)NC1(C)CCS(=O)(=O)C1 (stereo not given),-1,0.4,-3,1,-0.2,2,12,0,2.6
Cc1ccc(Oc2ccc(Cl)cc2N)cc1,-1,12,51,-6,16*,59,1,-16,0.8
N#C/C(=C\c1ccccc1)C(=O)OCC(=O)N1CCCC1,13,1.6,-5,11,-0.3,2,6,-19,0.6
COc1cccc(NC(=O)Cn2cc3c(n2)CCCCC3)c1,-5,0.8,11,-5,0.0,-5,-2,-10,-1.1
O=C(CN1CCN(Cc2ccccc2Cl)C1=O)N1CCCCCC1,-9,1.2,48,5,0.4,-11,1,5,1.7
O=C(NCc1cccs1)C1CCCN1C(=O)NC1CCCCC1 (stereo not given),9,-0.7,-16,15,-0.1,20,-3,-5,-0.2
Nc1c(C(=O)N/N=C/c2ccc(F)cc2)oc2nc(-c3ccccc3)cc(-c3ccco3)c12,16,1.4,101*,-22,-0.1,-39,x,-22,1.3
O=C(c1cccnc1NCc1ccc(F)cc1)N1CCOCC1,-8,-0.2,-4,-3,0.8,-3,-4,-14,-1.8
CCOc1ccc(NC2C=CS(=O)(=O)C2)cc1 (stereo not given),11,-1.4,19,16,0.8,-4,6,0,0.1
CCc1ccc(CNC(=O)C2CC(=O)N(CCc3ccc(C)cc3)C2)cc1 (stereo not given),-8,-0.8,34,-8,-0.6,1,4,-5,-4.3
OC(COCc1ccc(Cl)cc1)CN1CCN(c2ccccn2)CC1 (stereo not given),-8,-0.6,-1,-13,1.0,-4,9,-2,2.7
COC(=O)c1sc2nc(C)cc(-c3ccccc3)c2c1N,-28,0.2,21,-15,0.3,42,0,-15,1.7
C=CCNC(=O)c1nn2cccnc2c1Cl,-17,-0.1,5,21,1.1,6,7,-35,1.6
CCOc1cccc(/C=N/NC(=S)Nc2ccccc2[N+](=O)[O-])c1O,-2,-0.1,15,2,0.8,-30,-5,-5,-0.9
COC(=O)c1c(O)cc(C(C)(C)C)n(-c2ccccc2)c1=O,19,-0.2,-20,4,0.2,11,2,3,1.9
CCOC(=O)c1cc(C#N)c(N2CCN(C(=O)c3cccc(C(F)(F)F)c3)CC2)nc1C(F)(F)F,-36,3.6,45,-12,4.7,-13,x,14,-0.8
COc1ccc(CNC(=S)N/N=C(\C)c2ccc(OC)cc2)cc1,-22,-1.1,-11,-36,-0.4,-13,x,13,0.2
CC(C)C(NS(=O)(=O)c1cccs1)C(=O)Nc1nc(C(C)(C)C)cs1 (stereo not given),16,-1.4,24,12,-0.8,32,-9,-38,-0.2
COC(=O)c1ccc(NC(=O)CSCc2ccccc2)cc1,1,-0.9,38,-10,0.7,-25,3,-33,-1.4
CCOc1ccc(/C=N/NC(=O)CNC(=O)c2ccc(S(=O)(=O)N3CCOCC3)cc2)cc1,14,0.2,22,4,1.0,-3,-3,-4,3.1
O=C1CCCN1CCCNC(=S)Nc1ccc(Nc2ccccc2)cc1,3,1.8,-7,-1,2.6,-35,-3,-14,4.4
Cc1noc(C)c1COc1ccc(CC(=O)NCCc2ccccc2)cc1,-12,-1.0,15,-11,0.5,-14,1,4,1.1
CC(C)c1nc2sc3c(c2c(=O)o1)CCCC3,-23,0.8,25,5,0.5,-7,8,1,0.8
CC(C#CCN1CCCCC1)OCCOCc1ccccc1 (stereo not given),0,0.7,21,-22,0.0,-17,-3,-8,1.6
CC(=O)Nc1cc2c(cc1[N+](=O)[O-])OCCO2,1,-0.6,3,8,0.4,-6,0,-6,-3.5
CCOc1ccccc1/C=C(/C#N)C(N)=O,-7,1.3,4,2,0.4,2,x,3,0.6
CC(C)(C)c1ccc(-c2noc(CCC(=O)NCc3ccco3)n2)cc1,-18,1.9,85*,-3,0.1,-27,0,-2,1.5
C=CCn1c(N)c(C(=O)NCc2cccnc2)sc1=S,-3,1.7,55,-12,0.4,7,5,15,3.1
COc1ccccc1N1C(=O)CC(Sc2nccc(C)n2)C1=O (stereo not given),-11,0.3,-8,0,0.2,12,6,3,-0.8
CCOC(=O)c1sc(=S)n(C)c1NC(=O)c1ccccc1Cl,-27,0.1,9,-6,-0.7,30,8,-12,0.1
O=C(O)Cc1nn(Cc2ccc(Cl)cc2)c(=O)c2ccccc12,-4,0.5,4,-9,1.0,-7,0,-17,-0.1
COC(=O)C1=NN(C(=O)c2ccccc2)C(C)(O)C1 (stereo not given),-10,0.4,-33,-15,0.6,0,-2,-14,0.8
COc1ccccc1NS(=O)(=O)N(C)C,-9,-1.1,-15,2,0.5,9,4,-8,0.5
Cc1ccccc1Nc1nc(N)nc(CN2C(=O)NC3(CCCCC3C)C2=O)n1 (stereo not given),7,0.7,22,-13,0.7,-25,-4,-1,-0.5
CCNC(=S)N/N=C/c1sc(N2CCCCC2)nc1-c1cccs1,21,-0.4,38,12,0.4,27,0,-4,1.2
CCNC(=O)C1CN(S(=O)(=O)c2ccccc2)CCN1S(=O)(=O)c1ccccc1 (stereo not given),12,-0.8,32,21,0.9,-7,2,-16,0.8
COC(=O)CN(c1ccc(C)cc1)S(=O)(=O)c1ccc(F)cc1,3,-1.2,-1,-3,0.0,27,2,19,0.5
O=C(CNc1ccc(C(F)(F)F)cc1[N+](=O)[O-])OCC(=O)c1ccccc1,-19,1.2,29,-7,0.9,16,3,9,-1.2
O=C(CN1CCC(c2nc3ccccc3[nH]2)CC1)Nc1ccc2c(c1)OCO2,-5,-0.7,11,11,-0.1,16,8,-2,-1.7
Cc1ccc(S(=O)(=O)N(C)C)cc1NC(=O)Cn1c(CN2CCOCC2)nc2ccccc2c1=O,-6,0.8,6,6,-0.6,2,1,-19,-1.2
Cc1c(C(=O)Nc2cccc(C(F)(F)F)c2)oc2ccc(S(=O)(=O)N3CCOCC3)cc12,2,0.8,52,4,-0.1,-19,2,-6,-0.4
CC1CC(N(C(=O)c2ccc(Cl)cc2)c2ccccc2)c2ccccc2N1C(=O)c1ccco1 (stereo not given),7,-1.2,50,14,-0.7,41,2,3,0.9
COCCNC(=S)N=Nc1c(O)[nH]c2ccc([N+](=O)[O-])cc12,4,0.7,-29,19,0.7,-16,x,-1,-0.9
O=C(O)c1ccc(COc2c(F)c(F)cc(F)c2F)cc1,-17,1.8,10,-11,1.1,-22,4,-5,0.1
CCNC(=O)NC(=O)COC(=O)CCc1nc(=O)c2ccccc2n1C,-12,0.9,-3,1,1.3,8,4,13,-1.6
c1ccc(-c2nnc(SCC3CCCCO3)nc2-c2ccccc2)cc1 (stereo not given),19,-1.7,20,-6,-0.6,52,3,-17,2.2
O=C(CSc1nnc(Cn2c(=O)sc3ccccc32)n1-c1ccccc1)Nc1nccs1,-7,-0.5,51,-13,-0.2,8,-2,-3,1.1
Cc1ccccc1-c1nnc(SCC(=O)NC2CCCCC2)o1,-30,-0.6,20,-6,0.0,8,8,-10,0.4
COCCSc1nnc(NC(=O)Cc2cccs2)s1,3,1.1,-1,8,-0.2,12&-83,-6,-16,0.1
CCN(CC)CCn1c(C)nc2ccccc21,27,2.4,-7,-12,-0.1,-4,x,-1,0.6
Cc1cc(OCC#N)nc(N)n1,-3,2.5,12,-5,0.8,-11&-6,2,-6,-0.2
COc1c(C(=O)N2CCCC2)ccc2ccccc12,-5,1.1,-10,14,0.6,4,-5,-9,-0.2
Cc1ccc(C(=O)CSc2ncnc3sc4c(c23)CCC(C)C4)cc1 (stereo not given),-5,0.4,20,-20,0.5,33,-2,-20,-1.2
COc1ccc(/C=N/N=C2/SCC(=O)N2Cc2ccccc2)cc1,-13,-1.9,47,-41,0.1,5,x,-41,-0.4
CCN1C(=O)C(c2ccc(O)cc2)(c2ccc(O)cc2)c2ccccc21,-1,-0.8,12,2,-0.3,7,1,-1,1.0
COc1ccc(Oc2ccc(/C=N/NC(=O)c3cccnc3)cc2[N+](=O)[O-])cc1,9,-1.5,26,4,-0.5,-44,-1,-12,0.5
CC(=O)Cn1c(C(F)(F)F)nc2ccccc21,6,0.1,20,3,0.3,11,5,-3,1.3
O=C(CCCCC(=O)NCc1cccs1)NCc1cccs1,3,-1.7,12,-7,0.9,-8,1,-5,2.8

# Record cards, from the list above. Order of screens: NPY-Y1 PAM-ag, zfTRPN1 agonist, CHOP inh, NPY-Y2 PAM-ag, TRPML3 ag, EP2 mod, NPY-Y1 antag, S1P4 antagonist, S1P4 agonist
# Entry for Cc1cc(OCC#N)nc(N)n1 = -3, 2.5, 12, -5, 0.8, -11&-6, 2, -6, -0.2
# Entry for Cc1ccccc1-c1nnc(SCC(=O)NC2CCCCC2)o1 = -30, -0.6, 20, -6, 0.0, 8, 8, -10, 0.4
# Entry for O=C(CSc1nnc(Cn2c(=O)sc3ccccc32)n1-c1ccccc1)Nc1nccs1 = -7, -0.5, 51, -13, -0.2, 8, -2, -3, 1.1

# Additional records follow.
SMILES,NPY-Y1 PAM-ag,zfTRPN1 agonist,CHOP inh,NPY-Y2 PAM-ag,TRPML3 ag,EP2 mod,NPY-Y1 antag,S1P4 antagonist,S1P4 agonist
Brc1cccc(-c2n[nH]c(-c3ccccc3)n2)c1,-1,-0.2,54,4,-0.1,-37,-6,-5,-0.5
O=C(O)CC(SCC(=O)NC1CCCc2ccccc21)C(=O)O (stereo not given),5,3.0,3,-8,0.6,26,x,5,0.1
CCNC(=O)NC(=O)C(C)OC(=O)C1CCN(S(=O)(=O)c2ccccc2F)CC1 (stereo not given),24,-0.3,26,19,0.5,4,-6,0,1.3
Cc1ccc(-n2nnnc2CN2CCCCC2)cc1,-18,-0.4,-7,14,0.5,15,7,-14,1.4
Cc1nn2c(NCCN(C)C)c3c(nc2c1-c1ccccc1)CCCC3,-1,3.3,-17,21,1.7,-39,x,-8,0.1
S=C(NCc1ccco1)Nc1ccccc1Cl,-14,2.2,-17,-9,0.4,-30,x,-5,1.4
O=C1CC(SCCc2nc3ccccc3[nH]2)C(=O)N1c1ccc(Cl)cc1 (stereo not given),-4,0.1,1,-5,-0.1,-35,1,-17,-0.6
COC(=O)c1ccccc1NC(=O)C1CCCN(S(=O)(=O)c2ccc(F)cc2)C1 (stereo not given),-6,-2.2,14,-3,-0.2,-6,5,-12,0.3
c1ccc(-c2cn(-c3ccccc3)c3[n+]2CCCS3)cc1,1,0.3,16,-6,0.0,-6,x,-8,2.0
O=C(/C=C/c1ccccc1Cl)N1CCN(c2ncccn2)CC1,-16,-1.1,1,-4,-0.5,-41,3,6,-0.7

# The order is random; about 6.5% have a hit in one of these screens.
